14-3-3 Bad PPI – disrupts binding of bovine 14-3-3 zeta to phospho-Bad peptide. P63103. TR-FRET 14-3-3zeta/Dy647-pBad peptide displacement, 1 h. inhibition, % at 21.7 µM. 220,000 tested, 0.71% active. AID 781;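 active means inhibition above about 70%, limit read from the data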;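 further: 0% = full 14-3-3 plus peptide FRET controls and 100% = background without 14-3-3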
Target sequence (P63103 whole entry, looked up): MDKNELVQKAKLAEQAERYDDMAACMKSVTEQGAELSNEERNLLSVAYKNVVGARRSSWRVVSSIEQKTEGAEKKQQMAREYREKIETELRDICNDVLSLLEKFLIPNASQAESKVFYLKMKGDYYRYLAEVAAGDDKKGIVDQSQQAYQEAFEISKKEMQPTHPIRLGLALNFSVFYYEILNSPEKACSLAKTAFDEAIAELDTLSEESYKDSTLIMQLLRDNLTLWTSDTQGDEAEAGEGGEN
Rad51 HR inh – blocks human Rad51 in homologous recombination; Q06609; hRad51 DNA strand exchange, fluorescence dequenching; inhibition, % at 10 µM; AID 1385; 200,000 tested, 0.085% active;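 active means inhibition above 40% at the single screening dose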;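 further: 0% = DMSO control wells and 100% = blanks with heterologous ssDNA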
Target sequence (Q06609 whole entry, looked up): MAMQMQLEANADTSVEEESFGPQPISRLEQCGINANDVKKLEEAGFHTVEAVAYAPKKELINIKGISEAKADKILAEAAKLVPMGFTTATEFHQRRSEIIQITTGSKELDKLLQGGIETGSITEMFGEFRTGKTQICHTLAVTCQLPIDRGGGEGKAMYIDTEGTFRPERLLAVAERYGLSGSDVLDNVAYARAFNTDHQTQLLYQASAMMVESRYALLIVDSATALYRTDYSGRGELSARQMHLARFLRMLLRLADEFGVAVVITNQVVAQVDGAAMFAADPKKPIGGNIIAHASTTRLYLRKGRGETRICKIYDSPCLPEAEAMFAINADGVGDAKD
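Read-out basis: percent inhibition relative to plate controls and blanks / Assay system: human Rad51 nucleoprotein filaments preassembled on unlabelled ssDNA / Timing: filaments 15 min 37 °C, then compound 30 min / Control set: per-plate controls and blanks / Technique: fluorescence dequenching at 485/520 nm / Compound: 10 µM final, single point / Also added: Fluorescein- and BHQ1-tagged 47-mer duplex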
Calpain2 inh – blocks pig calpain II enzyme activity; 220,000 tested, 0.37% active; AID 1236; purified calpain II, fluorogenic peptide substrate, 30 min; inhibition, % at 16 µM;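 active means inhibition above about 50%, limit read from the data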
TbHK1 inh – T. brucei hexokinase 1 inhibition | recombinant TbHK1, G6PDH-coupled NADH A340 | inhibition, % at 10 µM | 220,000 tested, 0.11% active | AID 1430;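 active means inhibition of 50% or more in the single-dose primary screen; inactive means inhibition below 50%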
PGE2 EP2 inh – EP2 receptor (human) inhibition | P43116 | C6 glioma cells expressing human EP2, cAMP TR-FRET; cells stimulated with saturating PGE2 | inhibition, % at 25 µM | 260,000 tested, 0.52% active;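 active means percent inhibition above 40 after rounding to a whole number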;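 further: rat C6 glioma host cells with rolipram phosphodiesterase inhibitor present; the protocol text gives 20 µM as final concentration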
Target sequence (P43116 whole entry, looked up): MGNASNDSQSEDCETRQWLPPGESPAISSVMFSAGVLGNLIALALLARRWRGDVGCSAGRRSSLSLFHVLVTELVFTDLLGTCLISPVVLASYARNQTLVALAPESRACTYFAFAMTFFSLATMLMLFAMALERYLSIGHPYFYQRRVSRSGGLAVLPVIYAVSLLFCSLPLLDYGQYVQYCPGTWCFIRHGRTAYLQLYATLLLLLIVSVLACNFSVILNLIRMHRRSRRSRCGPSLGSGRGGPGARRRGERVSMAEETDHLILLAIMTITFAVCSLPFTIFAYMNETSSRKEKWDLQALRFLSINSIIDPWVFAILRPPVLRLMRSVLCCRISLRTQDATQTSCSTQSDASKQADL
EP2 modulator – EP2 receptor (human) modulation | P43116 | EP2-expressing cells, cAMP HTRF FRET, PGE2 co-stimulation | induction, % at 25 µM | 260,000 tested, 0.83% active;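 active means compounds whose cAMP rise, as percent of the full-agonist control response, exceeds 60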;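 further: rat C6 glioma line stably carrying human EP2 under a CMV promoter; the protocol text gives 20 µM as final concentration; 100% = response of wells given 1 µM PGE2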
eIF4E 4G PPI – blocks eIF4E binding to eIF4G; AID 782; inhibition, % at 21.7 µM; P63073+Q04637; TR-FRET eIF4E-eIF4GI(517-606) binding, 2 h; 220,000 tested, 0.37% active;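 active means inhibition above about 30%, limit read from the data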;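 further: 0% = full FRET control wells and 100% = background wells lacking eIF4GI fragment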
Hck-Nef inh – inhibitors of human Hck kinase activated by Nef; P08631; 220,000 tested, 0.68% active; AID 463187; inhibition, % at 20 µM; Recombinant Hck-YEEI plus Nef, Z-Lyte FRET kinase assay;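 active means Hck-Nef kinase inhibition above about 50%, limit read from the data; inactive means inhibition below that limit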;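 further: 0% = DMSO with Hck plus Nef and 100% = Hck alone without Nef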
L929 necroptosis – blocks zVAD induced death of L929 cells. L929 zVAD necroptosis rescue, ATP luminescence, 24 h; with zVAD 60 µM. AID 1377. viability rescue, % at 10 µM. 220,000 tested, 0.38% active;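 active means activation, scaled between plate controls, above about 75%, limit read from the data; inactive means activation under that limit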;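 further: 0% = zVAD with DMSO and 100% = DMSO alone without zVAD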
Starred values were filed as active, the others as inactive; · = no result given; & = joins results of further samples; [ ] = remark or other dose. Some of the compounds tested; count on the stated rates, not on these rows.

SMILES	14-3-3 Bad PPI	Rad51 HR inh	Calpain2 inh	TbHK1 inh	PGE2 EP2 inh	EP2 modulator	eIF4E 4G PPI	Hck-Nef inh	L929 necroptosis
CCCN(CCC)C(=O)CSc1nc2c(sc(=S)n2-c2ccc(OCC)cc2)c(=O)[nH]1	-9	22	17	-11	3	50	1	4	5.6
COc1cc(NC(=O)c2ccc([N+](=O)[O-])cc2)c(OC)cc1NC(=O)CC(C)C	-10	6	-14	4	10	14	5	-3	0.8
O=C(Oc1ccccc1)N(c1ccccc1)c1ccccc1	-2	-21	19	-13	11	47	8	-9	0.8
CSc1nc(Oc2ccc(F)cc2F)cc(C(F)(F)F)n1	9	7	-12	-4	15	28	5	3	-0.3
C/C(=N\N=C(/N)SC1CC(=O)N(c2cccc(Cl)c2)C1=O)c1cccs1 (stereo not given)	7[fluorescence artefact?]	·	-69	-26	·	-37	11[fluorescence artefact?]	-1	0.5
CCc1nc(N2CCCC2C(=O)O)c2oc3ccccc3c2n1 (stereo not given)	5	-4	8	-21	10	15	-1	0	0.1
COc1ccccc1N1CCN(C2CC(=O)N(C)C2=O)CC1 (stereo not given)	-10	-39	-24	0	1	-6	-1	22	4.2
CCc1cccc(NC(=S)N(CCN(C)C)C(C)c2ccncc2)c1 (stereo not given)	-6	-2	-14	-2	7	20	3	22	0.0
CC1(C)CC(=O)c2c(nc(SCC(=O)Nc3nsc(-c4ccccc4)n3)c(C#N)c2-c2ccccc2)C1	-4	0	-53	0	11	4	-22	1	0.4
CC1CCc2cc(F)ccc2N1C(=O)CSc1nnc(-c2cccs2)n1C (stereo not given)	8	-2	16	1	9	-24	13	-1	-0.3
CC(=O)Nc1ccc(OC(=O)c2cc3ccccc3oc2=O)cc1	-5	-1	-35	-14	5	6	2	3	1.5
CC(C)NC(=O)c1ccccc1NC(=O)Cc1ccc([N+](=O)[O-])cc1	-4	1	-8	-3	7	22	4	-1	2.7
Cc1ccc2nc(/C(C#N)=C\c3ccc(Oc4ccc(C(F)(F)F)cc4[N+](=O)[O-])cc3)[nH]c2c1	-6	-10	-29	0	12	-2	8[fluorescence artefact?]	10	-0.8
COc1ccc(/C=N/Nc2nonc2N)c(OC)c1	-4	0	2	-38	7	-19	-1	23	1.6
CC1(C)Cc2cccc(OCC(=O)N3CCN(S(=O)(=O)c4ccc(F)cc4)CC3)c2O1	1[fluorescence artefact?]	2	15	3	11	-2	-7	-1	-1.0
COc1ccc([N+](=O)[O-])cc1NC(=O)CCc1ccccc1	3	·	11	-7	·	-26	2	3	0.1
O=C(Cn1nnc2ccccc21)OCC(=O)c1ccc(Cl)c(Cl)c1	-1	8	20	3	10	6	4	9	-0.9
O=C(CSc1nnc(-c2cccnc2)n1Cc1ccco1)NCc1ccc2c(c1)OCO2	-12	1	-2	0	8	21	3	0	0.0
CCn1ncc(Br)c1C(=O)Nc1ccc2c(c1)OCCO2	-12	9	-19	-1	9	-5	-9	-4	0.8
CCN1CCN(C(=O)c2oc(=O)c3ccccc3c2-c2ccc(C)cc2)CC1	-2	-5	7	5	9	11	6	-5	0.6
O=C(O)c1cc(N/N=C2/CC(c3ccccc3)Oc3ccccc32)ccc1Cl (stereo not given)	-12[fluorescence artefact?]	-9	-44	32	8	8	1	16	1.4
COc1cccc(-c2[nH]nc3c2C(c2ccc(C)o2)C(C#N)=C(N)O3)c1 (stereo not given)	-4	-7	10	1	21	-12	5	0	0.6
O=C(Nc1cc(C(F)(F)F)ccc1-n1cnc2ccccc21)c1ccccc1	11	-7	-5	2	2	11	-1	2	0.6
CCN(CC(O)CON=C1c2ccccc2-c2ccccc21)S(=O)(=O)c1ccc(C)cc1 (stereo not given)	5	-1	13	-6	6	-2	2	0	3.2
Cc1sc2ncnc(NC3CCN(Cc4ccccc4)CC3)c2c1C	-2	16	7	0	2	-55	2	-20	-0.4
CNC(=S)N/N=C/c1ccc2c(c1)OCCO2	-17	·	18	-24	4	9	6	1	0.3
COc1ccc(/C=C/C(=O)Nc2ccc(OC)cc2[N+](=O)[O-])cc1	-5[fluorescence artefact?]	-23	23	-6	15	-3	2	-1	-0.6
CN(C)CCn1c2ccccc2c2nc3ccc([N+](=O)[O-])cc3cc21	14	·	-10	-40	11	16	0	-27	4.4
CCOC(=O)C1(Cc2ccccc2)CCN(Cc2cccn2-c2nccs2)CC1	-12	-9	-2	4	4	22	-5	22	-0.5
COc1ccccc1N(CC(=O)Nc1c(C)cccc1C)S(C)(=O)=O	8[fluorescence artefact?]	-7	-6	3	10	-5	-7[fluorescence artefact?]	-19	-0.3
Cc1ccc(N=C2NC(=O)/C(=C/c3cn(C)c4ccccc34)S2)cc1C	4[fluorescence artefact?]	-258	-45	-9	2	-64	-7	3	3.5
O=C(O)c1cc(Br)ccc1NN=C1CCCCC1	-9	0	-7	-6	13	16	-10[fluorescence artefact?]	1	1.3
Cc1ccc(NNS(=O)(=O)c2ccc(C)cc2)cc1	20	-10	1	2	6	-15	-1	0	-0.5
O=C(CCCCCN1C(=O)CCC1=O)Nc1ccc2c(c1)OCO2	-9[fluorescence artefact?]	7	-38	-1	11	5	1	-2	-0.2
O=c1[nH]c(SCCN2CCOCC2)nc(O)c1-c1ccccc1	5	-10	-12	-9	6	19	3	17	-0.2
O=C(OCc1cc2ccccc2[nH]c1=O)c1ccccc1	-5	-3	-16	31	10	-31	11	0	0.9
O=C(CCSc1ccccc1)NCCSCc1ccccc1	7[fluorescence artefact?]	-2	22	1	7	-4	-4	4	1.0
O=C(Cn1nnc2ccccc21)c1ccc(Cl)cc1	-1	-5	7	-3	7	-14	3	8	1.2
O=C(Nc1cc(Cl)ccc1O)C1CCCO1 (stereo not given)	-3[fluorescence artefact?]	-4	-3	-2	14	11	-13	4	0.4
Cc1ccc(C(=O)c2cc([N+](=O)[O-])ccc2N2CC(C)OC(C)C2)cc1 (stereo not given)	-4	0	-10	-10	17	25	-6	2	0.1
CCCCNS(=O)(=O)c1ccc(NC(=O)C2CCCO2)cc1 (stereo not given)	20	-30	-28	-3	6	1	9	1	0.1
CCCC(=O)Nc1nc2ccc(OC)cc2s1	-1[fluorescence artefact?]	4	-10	-3	6	10	2	-1	72
Cc1ccc(NC(=O)CN(C)C(=O)c2ccc(S(=O)(=O)N(C)c3ccccc3)cc2)cc1	11	-3	22	1	7	-47	-3	30	1.6
O=C(Nc1ccc2c(c1)OCO2)c1cc(-c2cccnc2)nc2ccccc12	-11	3	-11	-6	9	6	-4	-2	3.4
CCOC(=O)c1cc2c(=O)n3ccccc3nc2n(CC(C)C)c1=NC(=O)c1ccco1	6	0	-495	-13	7	8	2	105*	-0.4
COC(=O)C1=C(C(=O)OC)N2C=CC=CC2(C)C(C(=O)OC)=C1C(=O)OC (stereo not given)	14	-39	-23	-7	2	-15	26	7	0.2
COc1ccc(N2CCN(C(=O)Nc3ccccc3C)CC2)cc1	2	7	27	4	3	-11	16	-21	-0.3
CC(C)(C)c1ccc(CN2C3=NCCCN3c3ccccc32)cc1	-9	-3	-42	7	23	-52	2	7	2.7
CC(C)C1Oc2ccccc2N(CC(=O)NCCCN2C(C)CCCC2C)C1=O (stereo not given)	-4	-4	12	12	10	2	-3	7	-0.1
COc1ccnc(CSC(N)=Nc2ccccc2C(F)(F)F)c1	-2	4	-8	-3	13	30	5	4	0.4
O=C1CCCC/C1=C/Nc1ccc(S(=O)(=O)Nc2ncccn2)cc1	-11	-14	16	-17	7	14	2	0	-0.1
COc1nccc(C(F)(F)F)c1C(=O)NC(=O)Nc1c(C)cccc1C	-8	14	2	-8	14	-10	-3	18	0.8
Cc1cc(Cl)ccc1OCCCC(=O)N1CCCCC1	-5[fluorescence artefact?]	-1	18	-5	23	-16	2	1	-0.1
O=C(CCCC(=O)N1CCCc2ccccc21)N1CCCc2ccccc21	-8[fluorescence artefact?]	10	-27	-1	4	-35	-4	1	-0.3
CCOc1ccc(C(CC(=O)O)NC(=O)c2ccco2)cc1OC (stereo not given)	12	-9	0	1	16&8	-3&10	4	0	-0.2
CCN1CCc2nc(NC(=O)c3ccccc3)sc2C1	-3	·	12	-13	·	1	7	9	0.5
COC(=O)CC1C(=O)NCCN1C(=S)NC(=O)C(c1ccccc1)c1ccccc1 (stereo not given)	2[fluorescence artefact?]	-1	-25	-5	7	-1	-2	2	0.7
O=c1[nH]cnc2sc3c(c12)CCCCC3	-11	11	0	-2	6	-14	-3	12	3.9
CC(C)N1C(=O)CCC1C(=O)N1CCN(c2ccc(F)cc2)CC1 (stereo not given)	0	4	3	-20	5	-14	0	19	0.0
CN(C)CC(O)COc1ccc(-c2ccc(C#N)cc2)cc1 (stereo not given)	-8	·	-89	-5	8	-25	-6	-1	0.0

Individual results from the entries so far:
`CC(C)N1C(=O)CCC1C(=O)N1CCN(c2ccc(F)cc2)CC1` (stereo not given) in EP2 modulator reads -14
`COc1nccc(C(F)(F)F)c1C(=O)NC(=O)Nc1c(C)cccc1C` in eIF4E 4G PPI reads -3

Next results
SMILES	14-3-3 Bad PPI	Rad51 HR inh	Calpain2 inh	TbHK1 inh	PGE2 EP2 inh	EP2 modulator	eIF4E 4G PPI	Hck-Nef inh	L929 necroptosis
O=C(Nc1ccc(NC(=O)c2ccco2)nc1)c1cccnc1	-3	-7	18	-3	8	9	2	1	0.3
Cn1c(=O)c2cnc(-c3ccc(C(F)(F)F)cc3)nc2n(C)c1=O	2	·	0	-6	8	-6	-1	2	0.9
CCOc1cc(C2c3c(oc4cc(C)c(Cl)cc4c3=O)C(=O)N2Cc2ccco2)ccc1O (stereo not given)	27[fluorescence artefact?]	6	29	3	4	13	10	7	-0.6
Cc1ccc(C)c(NC(CC(=O)c2ccccc2)C(=O)OCC(=O)c2cccs2)c1 (stereo not given)	2	0	17	2	4	19	1	2	1.0
CN(CCNC(=O)CN1C(=O)CSc2ccc(S(=O)(=O)N3CCCC3)cc21)Cc1ccccc1	5	-20	30	8	8	-20	-5	20	-1.2
CCOC(=O)c1csc(NNC=O)n1	19	13	24	0	5	18	0	1	-0.6
O=C(CSc1nnc(CNc2ccc(Cl)cc2)o1)Nc1nc2c(s1)CCCC2	-7	7	15	-1	11&1	-9&-48	6	0	3.2
COc1ccc(/C=C/C(=O)NC(=S)NNC(=O)c2cc(OC)c(OC)c(OC)c2)cc1	-10	18	-7	-91	10	-33	8	5	1.0
Cc1cc(C)c(OCC(=O)Nc2ccccc2N2CCOCC2)c(C)c1	-9	5	-3	7	14	-11	5	1	0.0
C/C=C(/C)C(=O)O[C@@H]1[C@H](OC(C)=O)c2c(ccc3ccc(=O)oc23)OC1(C)C	5	-6	6	-12	7	35	-3	-8	-2.5
Cc1ccsc1/C=N/NC(=O)c1c[nH]c2ccccc12	-7[fluorescence artefact?]	-1	-21	-59	14	-24	2[fluorescence artefact?]	0	6.2
CCCNC(=O)CN(C)S(=O)(=O)c1c(C)cc(C)cc1C	-6	-1	-11	4	5	-7	1	5	2.2
C=CCc1cc2c(oc(=O)c3ccccc32)c(C)c1O	-5	-24	-5	-4	12	28	-2	-3	0.9
CCN(CC)c1ccc(/C=N/NC(=O)c2c(Cl)cnn2C)c(O)c1	-22	·	-29	38	8	-3	-3	11	53

Compound activity as filed in PubChem BioAssay.
